# L3MBTL1 block – inhibitors of human L3MBTL1; AlphaScreen L3MBTL1–H3K9me1 peptide binding; Potency, µM (highest dose often 57.1 µM), for the others: at the highest dose activity, negative = inhibition, usual class: inhibitors; AID 485360; hit rate 0.66% among 230,000; Q9Y468; active means well fitted inhibition curve with a large enough effect; inconclusive means small, poorly fitted or top-dose-only effect; inactive means no such curve, though single readings can be large or run the other way; further: nearly all actives have a fitted effect of over 60% in size
# Target sequence (Q9Y468 whole entry, looked up): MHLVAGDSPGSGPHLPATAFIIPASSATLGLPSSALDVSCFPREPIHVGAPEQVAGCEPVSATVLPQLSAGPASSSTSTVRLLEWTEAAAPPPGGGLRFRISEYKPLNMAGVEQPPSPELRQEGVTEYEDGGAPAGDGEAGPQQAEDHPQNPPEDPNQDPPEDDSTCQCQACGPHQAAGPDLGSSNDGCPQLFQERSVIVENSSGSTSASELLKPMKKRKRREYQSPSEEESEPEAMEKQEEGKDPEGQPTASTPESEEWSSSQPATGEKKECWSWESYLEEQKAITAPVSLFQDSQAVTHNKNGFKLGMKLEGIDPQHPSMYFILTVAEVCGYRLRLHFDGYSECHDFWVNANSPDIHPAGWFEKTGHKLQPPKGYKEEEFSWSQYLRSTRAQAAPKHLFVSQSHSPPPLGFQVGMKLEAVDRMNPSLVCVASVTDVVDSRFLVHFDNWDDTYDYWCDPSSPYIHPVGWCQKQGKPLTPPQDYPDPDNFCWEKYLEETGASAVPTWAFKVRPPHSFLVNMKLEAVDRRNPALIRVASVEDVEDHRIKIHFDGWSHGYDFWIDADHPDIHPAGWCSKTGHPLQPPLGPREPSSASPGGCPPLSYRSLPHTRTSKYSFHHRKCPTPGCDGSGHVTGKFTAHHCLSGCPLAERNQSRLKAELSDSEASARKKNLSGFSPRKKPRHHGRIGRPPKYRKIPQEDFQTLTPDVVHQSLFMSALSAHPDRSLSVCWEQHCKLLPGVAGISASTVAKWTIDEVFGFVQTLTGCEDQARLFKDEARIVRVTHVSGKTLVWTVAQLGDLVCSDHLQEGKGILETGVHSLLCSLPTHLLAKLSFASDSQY
#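 AlphaScreen assay: L3MBTL1 (50 nM final) was preincubated 30 min at room temperature with biotinylated H3(1-15)K9me1 peptide (75 nM final), then 30 min with library compounds; streptavidin donor and nickel chelate acceptor beads (10 ug/mL final) added, 30 min dark.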
# An asterisk follows results filed as active; u = inconclusive; [ ] = another dose, or the depositor's remark. On the % scale 0 is the no-effect control and ±100 the full control effect; potency means the concentration at half of the fitted maximal effect. An excerpt. The share of hits here may be higher or lower than overall.
SMILES,L3MBTL1 block
Cc1nn(CC(=O)N(C)C2CCC(C)CC2)c(C)c1S(=O)(=O)N(C)C (stereo unspecified),-5%
CC1(c2nnc(Cc3ccccc3)o2)CC(c2ccccc2F)=NO1 (stereo unspecified),1%
O=C(NCC(=O)N1CCN(c2ccccc2F)CC1)c1ccc(Br)o1,0%
Cc1ccc(NC(=O)c2ccc(C)c(S(=O)(=O)N3CCOCC3)c2)nc1,-4%
O=C1Cc2cc(S(=O)(=O)Nc3ccc(F)cc3Cl)ccc2N1,-3%
CC(/C=C/C1[C@H](C)C[C@H](O[C@@H]2O[C@H](CO)[C@@H](O)[C@H](O)[C@H]2O)CC1(C)C)O[C@H]1O[C@H](CO)[C@@H](O)[C@H](O)[C@H]1O (stereo partly specified),-4%
N#Cc1cccnc1N1CCN(C(=O)c2cccc3c2C(=O)c2ccc(-c4ccc(F)cc4OCc4ccccc4)cc2S3(=O)=O)CC1,-4%
O=C(C1CCN(S(=O)(=O)c2c(Cl)cccc2Cl)CC1)N1CCCCCCC1,2%
CCOc1ccc(NC(=O)CN(C)C(=O)CCNC(=O)c2ccco2)cc1OCC,-4%
O=S(=O)(c1ccc(Cl)cc1)N1CCC2(CC1)OCCN2S(=O)(=O)c1cccs1,-14%
Cc1cc(C)cc(OCC(=O)OCC(=O)N(CC(C)C)c2c(N)n(Cc3ccccc3)c(=O)[nH]c2=O)c1,-5%
CCCCCCSc1ccc(-c2nc3ccc(Cl)cn3c2NCc2ccccc2)cc1,2%
COc1cc(/C=C/C(=O)O)ccc1OS(=O)(=O)c1cc(Br)ccc1C,2%
Cc1ccc(OCCNC(=O)CNC(=O)c2ccc(Cl)c([N+](=O)[O-])c2)cc1,1%
COc1ccccc1C(=O)NCCC(=O)N1CCN(c2ccccc2Cl)CC1,5%
O=C(Nc1ccccc1N1CCCCC1)C1CCN(S(=O)(=O)c2ccccc2C(F)(F)F)CC1,-3%
COc1ccc(C(=O)Nc2cc(S(=O)(=O)N3CCCC3)ccc2Cl)cc1,-2%
CCN1CCN(c2ccc(S(=O)(=O)N3CCCCC3)cc2NC(=O)/C=C/c2ccc(OC(F)F)cc2)CC1,-18%
O=C(Nc1ccccc1)c1nc[nH]c1C(=O)N1CCN(c2ccccc2)CC1,-5%
Cc1cc(Cn2nc(-c3ccccc3)cc2C(=O)NCc2cccs2)on1,10%
Cc1cccc(OCC(=O)NCc2n[nH]c(=O)c3ccccc23)c1,7%
Cc1ccccc1NC(=O)C1=CC=CN2CCS(=O)(=O)N=C12,1%
O=C(COC(=O)c1ccc2ccccc2n1)NC1CCCCC1,2%
COc1ccccc1CNC(=O)COC(=O)c1ccc2c(=O)n3c(nc2c1)CCCCC3,5%
Cc1cccc(N2CC(C(=O)OCC(=O)Nc3sccc3C(N)=O)CC2=O)c1C (stereo unspecified),-10%

# Looked up above.
# L3MBTL1 block with CC1(c2nnc(Cc3ccccc3)o2)CC(c2ccccc2F)=NO1 (stereo unspecified) → 1%
# L3MBTL1 block with O=S(=O)(c1ccc(Cl)cc1)N1CCC2(CC1)OCCN2S(=O)(=O)c1cccs1 → -14%

# Further results
SMILES,L3MBTL1 block
O=C(OCc1ccc(F)cc1)c1cc(S(=O)(=O)N2CCCCC2)ccc1N1CCOCC1,4%
COc1cc(CN(C)CC2CCCN(CCc3ccccc3F)C2)cc(Cl)c1OC (stereo unspecified),8%
CCC(C)(C)C1CCC(NC(=O)c2ccc(S(=O)(=O)N3CCOCC3)cc2)CC1 (stereo unspecified),-4%
CCC(CO)Oc1cc(NCc2ccccc2)c2ncn(C3CCCC3)c2c1 (stereo unspecified),-18%
O=C(Cn1c(=O)cnc2ccccc21)N1CCN(S(=O)(=O)c2ccccc2Br)CC1,2%
CCN(CC)c1ccc(NC(=O)COC(=O)Cc2ccsc2)cc1,u
Cc1nn(C2CCS(=O)(=O)C2)c(C)c1CN(C)C(=O)c1cccc(Cl)c1 (stereo unspecified),2%
O=S(=O)(c1ccc(SCc2ccccc2)nc1)N1CCCC1,25%
O=C(COC(=O)Cc1ccccc1F)Nc1ccc2[nH]c(=O)[nH]c2c1,11%
CCc1c(C)nc(SCC(=O)N2CC(C)OC(C)C2)[nH]c1=O (stereo unspecified),1%
Cc1cc(OCC(=O)OCC(=O)N2CCc3ccccc3C2)ccc1Cl,12%
Cc1ccc(NC(=O)CN(C)C(=O)CSc2nccn2C)cc1,-1%
O=C(COC(=O)Cc1ccsc1)Nc1ccccc1Cl,12%
O=C(Cc1c(F)cccc1Cl)OCC(=O)N1CCc2ccccc21,12%
COc1ccc(S(N)(=O)=O)cc1C(=O)OCC(=O)N1c2ccccc2NC(=O)C1(C)C,-27%
O=C1CCC/C=C/C[C@@H](CC(=O)N(CCO)Cc2ccccc2)C(=O)NC[C@@H](c2ccccc2)O1,5%
O=C(CNc1ccccc1F)Nc1cc(S(=O)(=O)N2CCCCC2)ccc1Cl,2%
COc1ccc2oc(=N)c(C(=O)Nc3ccc(Br)cc3)cc2c1,7%
COc1ccc(COC(=O)c2cc(S(=O)(=O)N3CCCCC3)ccc2N2CCOCC2)cc1,-1%
COc1ccccc1S(=O)(=O)NCc1ccc(C(=O)NC(C)c2ccccn2)cc1 (stereo unspecified),u
COc1ccc(OC)c(S(=O)(=O)NC(C)c2ccc(-n3ccnc3)cc2)c1 (stereo unspecified),-2%
Cc1[nH]c2ccc(C(=O)NC3CCCC3)cc2c1C,-4%
Cc1cccc(NS(=O)(=O)c2ccc(C(=O)NCCCN3CCCC3=O)cc2)c1C,3%
CC(CC(=O)N(C)c1c(N)n(Cc2ccccc2)c(=O)[nH]c1=O)c1ccccc1 (stereo unspecified),-3%
Cc1ccc(-c2c(C)sc3nc(CN4CCN(CC(=O)NC5CC5)CC4)[nH]c(=O)c23)cc1,2%
# Further records:
SMILES,L3MBTL1 block
CSCCC(NC(=O)c1ccccc1Br)C(=O)NCC(c1ccco1)N1CCCCC1 (stereo unspecified),-1%
CCC1(c2ccccc2)NC(=O)N(CC(=O)Nc2cc(S(=O)(=O)N3CCCCC3)ccc2N(C)C)C1=O (stereo unspecified),3%
COc1ccc(N2CCN(C(=O)CSc3nc(C)cs3)CC2)cc1,-8%
O=C(NCCO)c1nc(C(=O)c2ccccc2)c2ccccc2n1,-5%
O=C(COC(=O)[C@@H]1CCCN1C(=O)c1cccs1)Nc1ccc(Br)cc1,4%
CCOC(=O)[C@@H]1[C@H]2COc3ccccc3[C@H]2N2C(=O)N(c3ccc(C(F)(F)F)cc3)C(=O)[C@]12C,-8%
Cc1ccc2c(c1)C1C[N+](C)(CC(=O)Nc3ccccc3Cl)CCC1N2C(=O)c1ccccc1Cl (stereo unspecified),-4%
CC(=O)C[C@@H](O)CC(=O)[C@@H]1OC(=O)[C@H](C)CCCCc2ccccc21,-3%
Cc1cc(C)cc(CC2CC(=O)N(c3cc(C)ccc3C)C2=O)c1 (stereo unspecified),22%
O=C(CN1CCN(Cc2ccccc2)CC1)Nc1ccccc1,1%
CCc1ccccc1NC(=O)CN(C)C(=O)c1cccc(S(=O)(=O)N2CCCCCC2)c1,4%
Cc1ccnc2c1ccc1cccnc12,3.5µM*
CC(=O)c1c(C)[nH]c(C(=O)COc2ccc3ccc(=O)oc3c2)c1C,u
COc1ccccc1C(=O)NC(=O)CSc1nc(C)cs1,-6%
CC1CCC2(CC1)NC(=O)N(CC(=O)NCCc1ccccc1)C2=O (stereo unspecified),11%
CC(CCN1C(N(C)C)=NC[C@@H]1C)c1ccccc1 (stereo partly specified),0%
CCOc1ccc(CCNC(=O)COC(=O)c2cccc(S(=O)(=O)N3CCCC3)c2)cc1OCC,-2%
Cc1ccccc1CN1CCN(C(=O)c2cccc3ccccc23)CC1,-1%
O=C(COc1ccc2ccccc2c1)N1CCN(c2ccccc2)CC1,2%
COc1cc(OC)cc(C(=O)Nc2nc(CC(=O)NC(C)c3ccccc3)cs2)c1 (stereo unspecified),-10%
COc1ccc(NC(=O)CSc2nc(N)cc(=O)[nH]2)cc1S(=O)(=O)N1CCCCC1,6%
Cc1ccc(C(=O)C(C)OC(=O)CNC(=O)c2ccc(Br)o2)cc1 (stereo unspecified),-2%
O=C1CCCc2[nH]c3cccc(/C(=C/c4ccccc4)c4ccccc4)c3c21,-8%
C=CC[C@@H](CC(=O)N[C@H](CO)Cc1ccccc1)C(=O)NC[C@H](OC(=O)[C@@H](CC=C)Cc1ccc(F)cc1)c1ccccc1,5%
CCCc1ccc(C(=O)CN2C(=O)C(=O)N(C3CCCC3)C2=O)cc1,2%

# 3 entries out of the list, ordered by molecular weight, low to high:
SMILES,L3MBTL1 block
Cc1cc(C)cc(CC2CC(=O)N(c3cc(C)ccc3C)C2=O)c1 (stereo unspecified),22%
O=C1CCCc2[nH]c3cccc(/C(=C/c4ccccc4)c4ccccc4)c3c21,-8%
CCOc1ccc(CCNC(=O)COC(=O)c2cccc(S(=O)(=O)N3CCCC3)c2)cc1OCC,-2%

# Next part
SMILES,L3MBTL1 block
NC(=O)c1ccsc1NC(=O)COC(=O)Cc1ccccc1Cl,1%
CCOC(=O)c1oc2ccccc2c1COC(=O)CNC(=O)c1cc(OC)c(OC)c(OC)c1,-9%
Cn1c(SCc2c(F)cccc2Cl)nc2ccccc2c1=O,9%
Cc1nn(CC(=O)NC2CCC(C)CC2)c(C)c1[N+](=O)[O-] (stereo unspecified),-9%
Cc1cc(C)n2nc(C(=O)OCC(=O)Nc3ccc(C)c(S(=O)(=O)N4CCOCC4)c3)nc2n1,1%
Cc1cccc(Cc2nnc(CCC(=O)N(C)CCc3ccccc3)o2)c1,50%[activator]
CCCCn1c(N)c(N(CC(C)C)C(=O)c2ccco2)c(=O)[nH]c1=O,u
CCOc1ccc(NC(=O)CCN2C(=O)CSc3ccccc32)cc1,0%
Cc1ccc(N(Cc2ccccc2)C(=O)c2cccc(S(=O)(=O)N3CC(C)OC(C)C3)c2)cc1 (stereo unspecified),-15%
O=C1CC2(CCN(C(=O)c3cccc(Br)c3)CC2)Oc2ccccc21,6%
Cn1c(=O)c2c(nc3n2CC(COc2ccccc2)O3)n(C)c1=O (stereo unspecified),3%
CCc1cccc(OCC2Cn3c(nc4c3c(=O)[nH]c(=O)n4C)O2)c1 (stereo unspecified),23%
CCc1noc(C)c1C(=O)NNC(=O)c1cc(OC)cc(OC)c1,-4%
CN(CC(=O)Nc1ccc(OC(F)(F)F)cc1)C(=O)/C=C/c1cc2c(cc1[N+](=O)[O-])OCO2,-3%
O=C(CSc1nnc(NC2CC2)s1)Nc1ccc(N2CCOCC2)cc1,-2%
CC(C)CC1NC(=O)N(CC(=O)Nc2ccc(-c3ccccc3)cc2)C1=O (stereo unspecified),6%
Cc1ccc(CCNS(=O)(=O)c2cc3c(cc2C)n(C)c(=O)c(=O)n3C)cc1,1%
COc1ccc(CC(=O)OC(C)C(=O)NC2CCCCC2C)cc1 (stereo unspecified),6%
COc1ccc(C(CNC(=O)c2ccco2)N2CCCC2)cc1 (stereo unspecified),0%
COC(=O)[C@H](Cc1ccccc1)NC(=O)Cn1cnc2c(NCc3ccccc3)ncnc21,-6%
CC(=O)c1cccc(NC(=O)CSc2nc3ccccc3c(=O)n2CCCN2CCOCC2)c1,3%
COc1cccc(C(=O)NCC(c2ccco2)N2CCOCC2)c1 (stereo unspecified),6%
O=C(COC(=O)Cc1ccsc1)Nc1ccc(Cl)cn1,39%[activator]
COc1ccccc1OCC(=O)NCc1n[nH]c(=O)c2ccccc12,-7%
COc1ccc(C(=O)COC(=O)CCN=C2NS(=O)(=O)c3ccccc32)c(OC)c1,3%

# Exported with bars between the fields: 2 of the compounds above.
compound | L3MBTL1 block
CCc1cccc(OCC2Cn3c(nc4c3c(=O)[nH]c(=O)n4C)O2)c1 (stereo unspecified) | 23%
CCc1noc(C)c1C(=O)NNC(=O)c1cc(OC)cc(OC)c1 | -4%

# Given with the structure last: part of the list above.
L3MBTL1 block	structure
9%	Cn1c(SCc2c(F)cccc2Cl)nc2ccccc2c1=O
-9%	Cc1nn(CC(=O)NC2CCC(C)CC2)c(C)c1[N+](=O)[O-] (stereo unspecified)
1%	Cc1cc(C)n2nc(C(=O)OCC(=O)Nc3ccc(C)c(S(=O)(=O)N4CCOCC4)c3)nc2n1

# More results
SMILES,L3MBTL1 block
Cc1cc(SCC(=O)NCC(c2cccs2)N2CCOCC2)c(C)cc1Br (stereo unspecified),-3%
CCn1c(CCC(N)=O)nnc1SCC(=O)c1cc(C)n(C2CC2)c1C,-2%
Cc1nn(-c2ccccc2)c(Cl)c1C(=O)NCC1CCCO1 (stereo unspecified),-1%
COC(=O)C1=C(C)N(Cc2ccccc2)C(=NCc2ccco2)N[C@H]1c1cccc(F)c1,-2%
CC(=O)Nc1ccc(NC(=O)c2ccccc2-n2cnnn2)cc1,-2%
CCN(CC)CCn1c2c(c(SCC(=O)NCc3ccccc3)nc1=O)CCC2,-2%
CCC1CCc2sc(C(=O)NNC(=S)NCC3CCCO3)cc2C1 (stereo unspecified),-3%
CCN(CC(=O)Nc1ccc(NC(C)=O)cc1)C(=O)c1oc2ccccc2c1C,0%
O=C(Nc1cccc(C(=O)NC2CC2)c1)c1ccc(F)c(S(=O)(=O)N2CCOCC2)c1,6%
C=CCNc1nc(C(=O)OCC(=O)c2ccc(F)cc2)cs1,-16%
CCOC(=O)C1=CN(Cc2ccco2)S(=O)(=O)N(C)C1c1ccccc1 (stereo unspecified),0%
O=C(OCC(=O)N1CCN(C(=O)c2ccco2)CC1)c1ccccc1NCCO,-20%
O=C(NCCS(=O)(=O)N1CCN(c2ccccc2)CC1)c1cccc(F)c1,-5%
Nc1nnc(SCC(=O)NNC(=O)c2ccc(F)cc2)s1,2%
